# KCNH2 3.1 inh – qHTS for Inhibitors of KCHN2 3.1: Mutant qHTS; Potassium voltage-gated channel subfamily H member 2, brain isoform KCNH2 3.1 (human); U2OS KCNH2 3.1, thallium flux FluxOr; hits give low values; activity change, % (tested at about 1.8 µM); actives 0.95% (n = 340,000); AID 720553, 2013;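 active = maximum activity change below -70%; inconclusive = maximum activity change from -70% to -50%; inactive = maximum activity change above -50%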;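 note: thallium influx rate constant from kinetic fluorescence after stimulation buffer; % is set by controls: 0 for no effect and ±100 for the full control effect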
#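 Kinetic fluorescence (2 min after stimulation buffer) measures Tl+ influx through KCNH2 3.1 expressed by viral transduction in U2OS cells; the rate constant is normalized against DMSO controls serving as positive and negative references.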
# USP2a block – qHTS Assay for Inhibitors of Ubiquitin-specific Protease USP2a Using CHOP2 as the Reporter; AID 463254, 2010; actives 0.01% (n = 330,000); USP2 core, Ub-CHOP2 coupled fluorogenic reporter, 485/531; Potency, µM (doses to about 38.3 µM), inactives show at the highest dose activity change, negative = inhibition, actives largely listed as inhibitors; Ubiquitin carboxyl-terminal hydrolase 2 (Homo sapiens), O75604;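 note: potency is the fitted concentration of half-maximal effect; plate controls were DMSO wells for no effect and full inhibition by NEM control for full effect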
#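 Cell-free coupled assay: 10nM USP2 core preincubated 30min RT with compound in Tris-HCl pH 8.0/CaCl2/CHAPS buffer, then 25nM Ub-CHOP2 and 25nM reporter substrate; fluorescence (Ex 485/Em 531) read after 60min RT, normalized to NEM inhibition, concentration-response curves fitted.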
# TCR activator – Activators of T cell receptors: qHTS campaign | AID 504894, 2011 | 330,000 tested, under 10 active | primary human leukocytes, anti-CD3, IL-2 HTRF, 48 h | Potency, µM (series often up to 9.22 µM), inactives show top-dose activation of IL-2 secretion, most hits filed as activators; note: % of control where 0% means no effect
#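 Primary human leukocytes were stimulated with a-CD3 beads plus compounds for 48 hr without co-stimulation; secreted IL-2 was quantified by HTRF using a-IL-2-K (europium cryptate) and a-IL-2-d2, excited at 320nm with acceptor emission read at 665nm.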
# Eya2 phos inh – qHTS Assay for Inhibitors of the Phosphatase Activity of Eya2; Protein phosphatase EYA2 (Homo sapiens), O00167; recombinant Eya2, OMFP fluorescence dephosphorylation (OMFP is methylfluorescein phosphate); Potency, µM (series often up to 76.9 µM), inactives show top-dose activity, negative = inhibition, most hits filed as inhibitors; actives 0.006% (n = 330,000); AID 488837, 2010; note: potency is the fitted concentration of half-maximal effect; % is set by controls: 0 for no effect and ±100 for the full control effect
#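 Eya2 protein (added as 0.2 uM solution) was preincubated with compound for 10 min at ambient temperature in 50 mM HEPES pH 7.5, 50 mM NaCl, 5 uM MgCl2, 0.05% BSA, 1 mM DTT. OMFP (added at 50 uM) then reacted 10 min; fluorescence read at 485/525 nm.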
# Mito fusion yeast – qHTS Assay for Small Molecule Inhibitors of Mitochondrial Division or Activators of Mitochondrial Fusion; S. cerevisiae fusion-defective mutant growth rescue, CellTiterGlo 48 h; Potency, µM (top dose mostly 46.1 µM), for inactives: at the top dose growth rescue (activation), usual class: activators; actives 0.23% (n = 320,000); AID 485298, 2010;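 note: potency is the fitted concentration of half-maximal effect; % of control where 0% means no effect; nearly all actives have a fitted effect of over 45% in size; temperature-sensitive fusion mutants such as fzo1-1 at 37 °C on non-fermentable ethanol glycerol medium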
#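 Yeast fusion mutant, YPEG (non-fermentable carbon), compound, 48 h at 37C non-permissive; CellTiterGlo added, 10 min RT, luminescence read. Rescued growth = division inhibition.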
# AT treatment – qHTS Assay for Identifying a Potential Treatment of Ataxia-Telangiectasia. […] A-T fibroblasts, KAP-1 phosphorylation AlphaLISA; neocarzinostatin DNA damage 30 min before lysis. actives 0.19% (n = 320,000). AID 485349, 2010. Potency, µM (highest dose often 57.5 µM), for inactives: at the top dose activation, hits mostly activators; note: potency is the fitted concentration of half-maximal effect; % of control where 0% means no effect; nearly all actives have a fitted effect of over 45% in size
#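 hTERT-immortalized A-T patient fibroblasts ([…]), 500 cells/well in OPTI-MEM, 1% FBS, got compounds for 60 min, then NCS for 30 min at 37C. Lysates were then assayed for phospho-KAP-1 by AlphaLISA (anti-pKAP1 donor, anti-KAP1 acceptor beads), 6 hr at 25C.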
# KCNH2 WT inh – qHTS for Inhibitors of KCHN2 3.1: Wildtype qHTS; Voltage-gated inwardly rectifying potassium channel KCNH2 (Homo sapiens), Q12809; U2OS, BacMam KCNH2, thallium flux FluxOr; hits give low values; activity change, % at 1.84 µM; actives 0.37% (n = 340,000); AID 720551, 2013;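 active = maximum activity change below -70%; inconclusive = maximum activity change between -70% and -50%; inactive = maximum activity change above -50%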; note: % is set by controls: 0 for no effect and ±100 for the full control effect
#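 U2OS cells were transduced with wild-type KCNH2 virus (2.03 x 10^8 / mL) for 4 h at room temperature, then cultured overnight at 37 C. Thallium flux was read with FluxOr dye. Rate constants were normalized to DMSO controls.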
# ELG1 repair inh – qHTS screen for small molecules that inhibit ELG1-dependent DNA repair in human embryonic kidney (HEK293T) cells expressing luciferase-tagged ELG1 | HEK293T ELG1-luciferase reporter, luminescence, 16 h; DNA damage induced by 5-fluorouridine | Potency, µM (doses to about 46.1 µM), inactives show top-dose activity change, negative = inhibition, actives largely listed as inhibitors | actives 2.3% (n = 330,000); note: potency is the fitted concentration of half-maximal effect; % is set by controls: 0 for no effect and ±100 for the full control effect; nearly all actives have a fitted effect of over 55% in size
#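 HEK293T cells expressing luciferase-tagged ELG1 (2,000/well) received 5-Fluorouridine plus compound or DMSO for 16 hr at 37 °C. Luciferase was read by ONE-Glo luminescence after 30 min at room temperature.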
# TRPV1 ag – HTS Assay for Compounds that Act as Agonists of the Vanilloid Receptor 1. activation, % at 8.33 µM. TRPV1-expressing cells, Fluo-8 calcium influx, agonist mode. AID 540275, 2011. actives 0.19% (n = 320,000). Transient receptor potential cation channel subfamily V member 1 (Homo sapiens), Q8NER1; in the data active = activation above about 80%; inconclusive = between about 30% and that limit; note: 0% is about no effect
# Target sequence (Q8NER1 whole entry, looked up): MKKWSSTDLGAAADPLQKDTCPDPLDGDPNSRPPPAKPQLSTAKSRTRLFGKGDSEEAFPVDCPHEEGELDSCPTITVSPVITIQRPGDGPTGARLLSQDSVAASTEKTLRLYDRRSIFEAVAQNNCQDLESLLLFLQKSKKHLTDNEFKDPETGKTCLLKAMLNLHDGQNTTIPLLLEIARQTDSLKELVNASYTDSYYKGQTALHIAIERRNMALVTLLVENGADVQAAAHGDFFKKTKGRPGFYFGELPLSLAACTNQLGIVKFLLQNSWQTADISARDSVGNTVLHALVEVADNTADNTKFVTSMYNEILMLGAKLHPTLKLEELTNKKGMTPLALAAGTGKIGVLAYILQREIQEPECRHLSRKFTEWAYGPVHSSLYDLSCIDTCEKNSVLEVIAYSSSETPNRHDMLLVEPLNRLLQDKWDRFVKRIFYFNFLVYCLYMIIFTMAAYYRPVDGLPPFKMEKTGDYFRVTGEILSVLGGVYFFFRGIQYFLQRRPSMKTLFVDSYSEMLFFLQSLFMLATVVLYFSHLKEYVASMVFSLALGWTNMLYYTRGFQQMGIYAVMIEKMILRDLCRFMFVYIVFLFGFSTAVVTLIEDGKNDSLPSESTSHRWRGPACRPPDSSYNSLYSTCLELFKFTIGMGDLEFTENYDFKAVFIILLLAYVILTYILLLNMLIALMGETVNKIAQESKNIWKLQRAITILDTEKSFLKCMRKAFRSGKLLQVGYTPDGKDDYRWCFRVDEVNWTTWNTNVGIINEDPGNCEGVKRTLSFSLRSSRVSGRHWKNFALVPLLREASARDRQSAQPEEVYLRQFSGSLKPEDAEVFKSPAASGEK
#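 Cells expressing TRPV1 were dye-loaded with Fluo-8 and read kinetically: 10 s baseline, 3 min after compound (agonist portion), then 2 min after EC20 capsaicin (allosteric enhancer portion). Calcium-bound dye fluorescence at 480/520 nm.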
# TSHR antag – Antagonists of the Thyroid Stimulating Hormone Receptor: HTS campaign | Thyrotropin receptor (Homo sapiens), P16473 | activity change, negative = inhibition, % at 11.5 µM | TSHR-expressing cells, TSH-stimulated cAMP HTRF, 2 h; hits give low values | actives 0.2% (n = 330,000) | AID 504810, 2011;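 active = activity change below a set negative limit, meaning inhibition stronger than a set level, cut at about -70% in these data; inconclusive = activity change between two set negative limits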; note: % is set by controls: 0 for no effect and ±100 for the full control effect
#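 Freshly harvested TSHR cells receive pin-tooled compound, then EC80 TSH at 4nM final. After 2 hours at 37 deg C, antibody in lysis buffer and cAMP-d2 are added; 30 minutes at ambient temperature precede the HTRF read.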
# * = called active by the depositor; ? = inconclusive; · = not tested or not shown; [ ] = another dose, or the depositor's remark. Unless noted, calls come from the whole dose curve; as a rule, active = well fitted curve in the direction sought with a large enough effect; inconclusive = small, poorly fitted or top-dose-only effect, or another doubt; inactive = no such curve, though single readings can be large; an effect the other way counts as inactive or inconclusive. Some of the compounds tested. The share of hits here may be higher or lower than overall.
SMILES,KCNH2 3.1 inh,USP2a block,TCR activator,Eya2 phos inh,Mito fusion yeast,AT treatment,KCNH2 WT inh,ELG1 repair inh,TRPV1 ag,TSHR antag
OCc1cc(-c2ccccn2)no1,8,0%,1%,11%,-7%,13%,-2,?,-6,18
Nc1ccc(C(=O)OCC(=O)N2c3ccccc3Sc3ccccc32)cc1[N+](=O)[O-],-4,-1%,1%[46.1 µM],12%,28%,1%,1,-15%,1,-10
Cc1ccc2ncnc(NCCCN3CCOCC3)c2c1,0,1%,-4%,2%,0%,1%,16,-13%,-1,2
CCSC1=N/C(=C\c2cccnc2)C(=O)N1c1ccccc1,-21,4%,-1%[46.1 µM],2%,3%,-2%,-7,-13%,27,-6
Fc1ccc(CNC(=S)NC2CCCCC2)cc1,29,1%,-13%,-9%,-6%,-1%,·,?,?,-4
Cc1cc(F)ccc1NCc1cccnc1,0,1%,-9%,-3%,-3%,6%,-2,-5%,0,-7
CN1CCN(S(=O)(=O)c2csc(C(N)=O)c2)CC1,-2,2%,9%,3%,0%,-4%,-22,7%,2,0
CC(C)(C)C1CCC(OCC(O)CN2CCN(Cc3ccccc3)CC2)CC1 (centres undefined),5,4%,-4%[46.1 µM],-10%,?,0%,14,-20%,-2,12
Cc1cnc(C(=O)Nc2cccc3ncccc23)cn1,-4,0%,-21%,10%,0%,-4%,14,11%,6,13
O=C(NC1CCC(O)CC1)c1ccc(NS(=O)(=O)c2cccc([N+](=O)[O-])c2)cc1 (centres undefined),17,0%,3%,3%,3%,2%,0,?,3,12

# Five entries already listed, ordered by the value under TCR activator, lowest first:
SMILES | TCR activator
Fc1ccc(CNC(=S)NC2CCCCC2)cc1 | -13%
Cc1cc(F)ccc1NCc1cccnc1 | -9%
Cc1ccc2ncnc(NCCCN3CCOCC3)c2c1 | -4%
OCc1cc(-c2ccccn2)no1 | 1%
CN1CCN(S(=O)(=O)c2csc(C(N)=O)c2)CC1 | 9%

# Additional entries:
SMILES,KCNH2 3.1 inh,USP2a block,TCR activator,Eya2 phos inh,Mito fusion yeast,AT treatment,KCNH2 WT inh,ELG1 repair inh,TRPV1 ag,TSHR antag
CN1CCC(N(C)C(=O)COc2ccccc2Cl)CC1,17,-1%,-1%,5%,-9%,2%,7,17%,0,-14
COc1ccc(N(CC(=O)N2CCCCCC2)S(=O)(=O)c2ccccc2[N+](=O)[O-])c(OC)c1,-1,0%,4%,2%,2%,0%,13,13%,2,-1
O=C(Cc1ccccc1)NNC1CC(=O)N(c2ccc(Br)cc2)C1=O (centres undefined),4,4%,-1%[46.1 µM],1%,0%,-1%,4,15%,2,13
Cc1cccc(CN(C(=S)Nc2c(C)cccc2C)c2cccnc2)c1,-6,0%,-8%,8%,-6%,-2%,-15,-7%,3,9
COc1ccc(CNC(=O)C(C)NC(=O)c2cc3ccccc3o2)cc1 (centres undefined),6,0%,-6%,14%,-1%,1%,-4,1%,3,-4
N/N=C(\c1ccccc1)C12CN3CN(CN(C3)C1)C2,·,-1%,-9%[46.1 µM],3%,4%,·,-14,11%,3,27
CCCc1nc2nc(C)c(NS(=O)(=O)c3ccc(Cl)cc3)c(=O)n2[nH]1,8,3%,-3%,-4%,0%,-1%,4,-3%,-2,-17
COc1ccc(NC(=O)C2Cc3cccc(OC)c3O/C2=N\O)cc1 (centres undefined),-23,4%,15%,10%,-3%,-4%,1,-10%,1,-8
CC(=O)C1=C(O)C(=O)N(c2cccnc2)C1c1cccc([N+](=O)[O-])c1 (centres undefined),12,5%,-81%,-29%,0%,6%,0,3%,-2,-1
COc1cc2c(cc1OC)C(C)N(CC(=O)Nc1ccc(S(=O)(=O)N3CCCC3)cc1)CC2 (centres undefined),0,-2%,-7%,-19%,2%,-6%,6,-7%,2,-9
O=C(c1ccc2oc(CCc3ccccc3)nc2c1)N1CCC(O)CC1,-3,1%,4%,-2%,-1%,-2%,-25,?,17,-5
COc1cccc(C2C(C(C)=O)=C(O)C(=O)N2CCNCCO)c1 (centres undefined),·,3%,·,-15%,-1%,5%,·,1%,2,-3
CN(NC(=O)c1ccco1)c1nc2ccccc2nc1C(F)(F)F,-4,2%,6%,11%,7%,-6%,7,0%,1,-76*
COC(=O)Cn1c(C)c(C(C)=O)c(C(C)=O)c1C,0,0%,4%,-6%,-3%,3%,-2,7%,0,2
CCOC(=O)c1sc(NC(=O)/C=C/c2cnn(CC)c2C)c(C(=O)OCC)c1C,-6,2%,7%,-43%,-2%,-2%,2,?,2,-2
CCCCNC(=S)Nc1cccc(S(=O)(=O)NC2=NCCC2)c1,4,-1%,-23%,3%,-3%,-2%,5,10%,0,18
O=C(COC(=O)CCC(=O)c1ccc(F)cc1)Nc1ccc(F)cc1F,-2,1%,-6%,5%,7%,13%,8,9%,-3,-17
O=c1cc(CSc2ccc([N+](=O)[O-])cc2)nc2sccn12,-40,-3%,0%,-10%,-1%,10%,-1,0%,2,7
COc1ccc(C(=O)N2CCN(C(=O)CC(C)C)CC2)cc1OC,-3,4%,0%,11%,0%,2%,2,1%,-1,1
COc1ccc(NC(=O)Nc2nnc(CC(=O)Nc3ccccc3)s2)cc1,14,0%,-5%,2%,-2%,38%,5,3%,1,22
CCOCCCn1c(SCC(=O)Nc2oc(C)c3c(C)n[nH]c(=O)c23)nnc1-c1ccncc1,1,0%,6%,11%,-1%,9%,6,18%,-1,14
Cc1ccccc1OCCC(=O)N1CCN(S(=O)(=O)c2ccccc2F)CC1,-3,0%,-7%,8%,3%,0%,-2,2%,14,-6
O=C(N/C(=C/c1ccc([N+](=O)[O-])cc1)C(=O)N1CCOCC1)c1ccco1,11,0%,3%,-13%,-4%,6%,15,·,-11,-39
COc1ccc(C)c2sc(NC(=O)CCS(=O)(=O)c3ccccc3)nc12,32,-1%,10%,4%,-6%,33%,11,?,3,-10
O=C(CN1C(=O)S/C(=C\c2ccccc2)C1=O)Nc1cc([N+](=O)[O-])ccc1O,-1,0%,-13%,-21%,0%,-10%,-4,-3%,-1,-37
O=C(Nc1ccccc1Cl)c1cccs1,-41,-1%,1%,-7%,6%,25%,-3,?,-1,-7
COc1ccc(-c2cc(-c3ccccc3)n3ncnc3n2)cc1,1,-1%,2%,-10%,-3%,-1%,-2,-27%,?,-4
Cc1cccc(/C=C/c2onc(C)c2S(=O)(=O)N2CCC(C(=O)N3CCCCC3)CC2)c1,17,0%,0%,-7%,-30%[inhibitor],-3%,-9,2.9µM*,?,7
COc1ccc([N+](=O)[O-])cc1C(=O)NCCOc1ccc(Cl)cc1,-4,-5%,3%,-8%,-4%,9%,6,-18%,6,2
OCCN(C=NC1=NN(c2cccc(C(F)(F)F)c2)CC1)CCO,-4,0%,·,16%,-3%,-8%,-2,25%,7,3

# An excerpt from the list above, for reference:
SMILES,KCNH2 3.1 inh,USP2a block,TCR activator,Eya2 phos inh,Mito fusion yeast,AT treatment,KCNH2 WT inh,ELG1 repair inh,TRPV1 ag,TSHR antag
Cc1cccc(/C=C/c2onc(C)c2S(=O)(=O)N2CCC(C(=O)N3CCCCC3)CC2)c1,17,0%,0%,-7%,-30%[inhibitor],-3%,-9,2.9µM*,?,7
COc1ccc([N+](=O)[O-])cc1C(=O)NCCOc1ccc(Cl)cc1,-4,-5%,3%,-8%,-4%,9%,6,-18%,6,2

# Compound activity as filed in PubChem BioAssay.
